b-catenin transl: modulators of beta-catenin nuclear translocation | HeLa beta-catenin nuclear translocation, immunofluorescence imaging | nuclear translocation activity, % at 5 µM | 190,000 tested, 0.3% active;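 active means nuclear translocation activity above 50% at 5 µM, with a well cell count of 50 or more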;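 further: per-cell ratio of nuclear to cytoplasmic median beta-catenin stain intensity; plate controls were DMSO negative control for no effect and GSK-3 inhibitor IX positive control for full effect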
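Test system: human HeLa cells, endogenous beta-catenin. Times: 24 h compound exposure, 37°C. Measured by: beta-catenin immunofluorescence imaging with DAPI.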
MT stabilizer: microtubule stabilizers in HeLa cells; % tubulin-high responders, % at 10 µM; 200,000 tested, 0.83% active; AID 2205; HeLa tubulin immunostaining HCS, 24 h; share of cells brighter than vehicle mean+2SD;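 active means plate Z-score above 3 for both tubulin-high and condensed-nucleus cell shares, with cell loss under 80%, at 10 µM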;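 further: anti alpha tubulin signal scored within the nucleus-defined area of each cell; some results filed as inactive read as strong as hits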
Yfh1-depleted yeast: enhancers of respiration in Yfh1-depleted yeast, dose response, Friedreich's ataxia, plus single-dose screen (AID 1465); 220,000 tested, 0.074% active; fold induction at 50 µM, or EC50 in µM where a hit was titrated; S. cerevisiae Yfh1-off respiration, WST-1 reduction, 72 h; higher fold induction means a stronger effect;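 active means fold induction of absorbance versus untreated yeast above a set limit, then at least 30% activation at any dose in follow-up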;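 further: activators that raise dye reduction in frataxin-depleted yeast; strong numbers were not always called active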
Ins promoter up: MIN6 insulin promoter up-regulation. 190,000 tested, 0.3% active. MIN6 insulin promoter-GFP reporter, high-content imaging; hits give high values. z-score at 5 µM;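 active means z-score above 3 at 5 µM with at least 500 cells counted in the well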
Dynein transport: blocks dynein driven cargo transport along microtubules; 3617.4 mouse cells, GR-EGFP nuclear translocation imaging; test concentration mostly 20 µM; stimulated with dexamethasone, 1 µM; hits give low values; z-score, hits read low; 220,000 tested, 0.47% active;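 active means plate z-score of nuclear minus cytoplasmic receptor signal below a set negative limit, without overly bright fluorescence or cell loss, cut at about -3.5 in these data, passing the limit was not always enough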;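 further: z-score of nuclear minus cytoplasmic ring GR-EGFP intensity difference per well; some compounds called inactive have numbers as strong as hits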
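Buffer or medium: tetracycline-free induction medium containing charcoal-stripped FBS / Reagent: dexamethasone agonist, 1.0 µM final, for 30 min / Technique: automated 10x imaging of fixed Hoechst-stained cells / Times: induction 48 h, compound 1 h, agonist 30 min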
P. falciparum M17LAP: P. falciparum M17LAP inhibitors, primary screen, biochemical, fluorogenic H-Leu-NHMec substrate, 1536-well (AID 1619); recombinant M17LAP, H-Leu-NHMec fluorogenic kinetic assay; higher % means a stronger effect; inhibition, % at 30 µM, or IC50 in µM where a hit was titrated; 220,000 tested, 0.38% active;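 active means compound inhibiting the enzyme by more than half at any dose during confirmatory dose-response retesting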;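 further: plate controls were full reaction with DMSO carrier for no effect and no enzyme background for full effect; strong numbers were not always called active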
HEK293 NOD2/NF-kB: inhibition of NOD2-driven NF-kB reporter – cell-based, luminescence, uHTS, HEK293 (AID 1566); HEK293 NOD2/NF-kB luciferase reporter, luminescence; higher % means a stronger effect; inhibition, % at 4 µM; hits with a dose series show EC50 in µM; 290,000 tested, 0.63% active; in the data active means inhibition above about 50%; further: many of its hits are not listed in these tables
Autophagy HCS: modulators of autophagy. MEF GFP-LC3 puncta imaging; test concentration mostly 10 µM. calls only at 10 µM (by protocol). 190,000 tested, 0.98% active;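 active means percentage of spot-positive cells more than 3 SD above its plate mean, without a fluorescence outlier flag or 80% toxicity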;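 further: spot-positive cell cutoff set from DMSO-treated cells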
NOD1 inhibition: inhibition of NOD1-driven NF-kB reporter – cell-based, luminescence, uHTS, primary screen (AID 1578). NOD1-driven NF-kB luciferase reporter cells, luminescence; higher % means a stronger effect. inhibition, % at 4 µM, or EC50 in µM where a hit was titrated. 290,000 tested, 1% active; in the data active means inhibition mostly above about 36%, no sharp cut-off; inactive means mostly below about 34%;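 further: HEK-293T reporter cells stimulated with the NOD1 agonist gamma-tri-DAP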
Dynein transport cytoplasmic EGFP: further read-out of Dynein transport, marked with its call; z-score; measured here: cytoplasmic GR-EGFP intensity; hits give high values
Dynein transport nuclear GR-EGFP: recorded beside Dynein transport, whose call it bears; z-score; measured here: nuclear GR-EGFP intensity;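 lower value marks the stronger effect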
Dynein transport cell count: second read-out of Dynein transport, no call of its own (marks repeat the call); z-score; measured here: cell count per field
Ins promoter up cell count: recorded beside Ins promoter up, whose call it bears; cell count; measured here: cytotoxicity, nuclei count;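 total cells summed across four imaged fields per well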
b-catenin transl cell count 5 µM: further read-out of b-catenin transl, marked with its call; cell count; measured here: cell count, cytotoxicity flag
MT stabilizer Hoechst-high %: recorded beside MT stabilizer, whose call it bears; % Hoechst-high responders; measured here: nuclear condensation Hoechst responders;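 share of cells brighter than vehicle mean plus two SD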
MT stabilizer cytotoxicity %: also measured in MT stabilizer; calls as there; toxicity, %; measured here: cytotoxicity by cell density;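 0% = mean cell density of plate MIN control wells and 100% = no cells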
Autophagy HCS cell loss 18 h: also measured in Autophagy HCS; calls as there; toxicity, %; measured here: cell loss, nuclei count;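 cell loss after 18 h compound exposure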
* = called active by the depositor; i = inactive; · = not tested or not shown. Only part of the results is shown, so the mix of outcomes need not match the whole.

Structure	b-catenin transl	b-catenin transl cell count 5 µM	MT stabilizer	MT stabilizer Hoechst-high %	MT stabilizer cytotoxicity %	Yfh1-depleted yeast	Ins promoter up	Ins promoter up cell count	Dynein transport	Dynein transport cytoplasmic EGFP	Dynein transport nuclear GR-EGFP	Dynein transport cell count	P. falciparum M17LAP	HEK293 NOD2/NF-kB	Autophagy HCS	Autophagy HCS cell loss 18 h	NOD1 inhibition
C=CCc1ccc(OCC(O)CN2CCN(Cc3ccc(Cl)cc3)CC2)c(OC)c1 (stereo not given)	-0.7	547	2.7	3.5	13	i	-0.2	1118	-0.39	-0.23	-0.51	0.35	13%	-1%	i	-8	-10%
O=C(CSc1nnc(CNc2cccc(C(F)(F)F)c2)n1Cc1ccco1)NCc1ccco1	-1.4	1110	4.8	2.3	4.5	i	0.98	1233	1.3	-0.075	0.077	-1	8%	-13%	i	-7	-6%
CC[n+]1c(C)cc2c(sc3ccccc32)c1C	-3.3	1070	6.7	1.0	5.8	i	0.04	1503	-1.2	0.6	-0.53	1.8	-4%	26%	i	-1	-7%
CCOC(=O)CN(C#N)c1nc(C)cc(C)n1	-0.1	1140	1.7	1.9	8.4	i	-0.07	1946	-0.32	-0.21	0.025	0.009	-6%	-8%	i	-3	-16%
COc1cc(NS(=O)(=O)c2ccc(NC(=S)NC(=O)c3cccs3)cc2)nc(OC)n1	-2.5	1081	2.4	3.5	5.1	i	0.97	1502	-0.16	-0.22	0.26	-0.39	54%	12%	i	2	-1%
CC(C)(C)c1nn(-c2ccccc2)c2[nH]c(=O)c(CNCc3ccco3)cc12	0.0	904	6.7	3.6	15	·	0.48	1195	-0.48	-0.22	-0.31	1.8	3%	-12%	i	11	-14%
CCOC(=O)/C(=N\Nc1ccc(OC)cc1)c1csc(Nc2ccccc2)n1	·	·	2.4	1.6	7.9	i	·	·	0.98	0.061	0.39	0.044	7%	6%	i	-2	-60%
CCOC(=O)C1CCCN(C(=O)/C=C/c2ccc(OC)cc2)C1 (stereo not given)	0.4	984	3.6	2.6	6.9	i	·	·	-0.3	-0.29	0.16	0.025	4%	17%	i	-10	-30%
O=C(Nc1c2c(nn1-c1ccc(F)cc1)CS(=O)(=O)C2)c1ccc(S(=O)(=O)N2CCOCC2)cc1	-2.7	1114	2.3	1.4	1.9	i	0.21	1223	-0.6	-0.39	-0.72	1	2%	6%	i	-4	-23%
CCCC(CCC(=O)Nc1ccc(C(=O)OC)cc1)C(=O)O (stereo not given)	-2.0	1178	3.1	2.3	8.5	i	·	·	-0.035	-0.17	0.037	0.025	17%	-9%	i	1	-39%
Cc1ccc(/C=C2/NC(=O)N(c3ccccc3)C2=O)o1	-0.9	1369	1.5	1.6	9.4	i	0.13	1622	-0.04	-0.0037	-0.24	-0.21	5%	-19%	i	5	-2%
CCOC(=O)c1cc2sccc2n1CC(=O)O	·	·	2.9	2.3	6.7	i	-0.07	928	-1.4	-0.24	-0.47	0.74	4%	-2%	i	-15	-8%
CCOc1ccccc1NC(=O)COC(=O)c1cccc(-c2ccc(OC(C)=O)cc2)c1	-0.2	1110	5.8	2.5	9.2	i	-0.21	1329	-0.058	-0.25	0.0035	-0.046	-9%	12%	i	27	-20%
O=C(COC(=O)COc1ccccc1[N+](=O)[O-])Nc1cccc(Br)c1	-0.7	1107	1.1	2.5	8.7	i	-0.71	1473	2.1	-0.1	0.83	-1.8	4%	0%	i	-25	-26%
C=CCn1c(C)cc(C(=O)COc2ccc(C)nc2[N+](=O)[O-])c1C	·	·	0.6	4.3	6.2	i	-0.1	1320	-1	0.64	-0.59	0.86	9%	7µM*	i	6	·
CCCC1=C(C(=O)OCC)C(c2ccc(OC)c(CSc3ccccn3)c2)C(C#N)=C(N)O1 (stereo not given)	0.4	913	6.8	2.2	8.8	i	0.26	1165	-1.9	-0.0078	-1.3	1.1	-4%	-6%	i	-15	19%
CCn1c2ccccc2c2cc(NC(=O)C(C)Oc3ccc(OC)cc3)ccc21 (stereo not given)	0.6	1313	2.7	1.8	0.6	i	-0.65	1576	3.1	-0.097	1.2	-2.7	-3%	2%	i	2	17%
Cc1cc(Cl)ccc1Oc1ccc(C(N)=O)cc1[N+](=O)[O-]	-2.6	534	3.6	1.9	6.2	i	0.63	1291	-0.25	-0.066	0.064	0.76	10%	9%	i	9	32%
O=C(Oc1ccc2c(c1)C(=O)c1ccccc1CO2)c1ccccc1	-3.1	1222	0.9	0.7	3.7	i	·	·	-0.58	-0.1	-0.025	0.21	-13%	0%	i	-5	-3%
NC(=O)CCn1nc(-c2ccccc2)c2ccccc2c1=O	-3.9	880	2.9	2.5	6.7	i	0.35	1198	-0.82	-0.18	0.13	0.36	4%	8%	i	-10	20%
N#CC(C#N)=Cc1ccc(OCC(=O)N2CCOCC2)cc1	-3.1	1081	3.5	1.4	6.6	·	1.3	1171	-0.81	-0.18	-0.36	0.35	38%	6%	i	-1	-4%
CCOc1cc(C2/C(=C(\O)c3cc(C)ccc3C)C(=O)C(=O)N2CCN(C)C)ccc1O (stereo not given)	-8.2	1026	2.2	1.4	5.7	i	·	·	-0.58	-0.24	0.039	-0.049	23%	-8%	i	2	-8%
CS(=O)(=O)N(CC(=O)N/N=C/c1ccccc1C(=O)O)c1cccc(Cl)c1Cl	-0.2	1424	·	·	·	i	·	·	-0.47	-0.23	-0.34	0.62	-10%	13%	·	·	6%
Cc1c(CNC(=O)c2cnn3c2NC(c2ccccc2)CC3C(F)(F)F)cnn1C (stereo not given)	-0.4	1182	2.4	2.7	6.6	i	0.62	1352	-0.47	-0.026	0.19	-0.17	3%	12%	i	-3	3%
O=C(O)C1CC1C(=O)Nc1cc(F)ccc1F (stereo not given)	2.3	1037	1.5	1.1	3.4	i	0.32	1428	-0.019	-0.27	0.23	-0.08	0%	10%	i	6	-26%
O=C(O)c1cccc(Cn2cc(Br)cn2)c1	-0.2	1150	1.8	1.7	12	·	0.88	1128	-1.3	-0.19	-0.32	1.6	5%	-17%	i	-12	1%
N#C[C@H]1[C@H](c2ccccc2)[C@](C#N)(C(=O)c2ccccc2)[C@@H]2C=Cc3ccccc3N21	78*	560*	25*	19*	30*	·	0.7	1419	-1.8	2.6	-0.53	-2	6%	-12%	i	13	-2%
CSc1nsc(SCC(=O)N2CCc3ccccc32)n1	·	·	2.0	2.0	5.9	i	-0.17	1277	-1.2	-0.02	-0.57	1	-11%	-20%	i	-7	-30%
O=C(CSc1nccc(=O)[nH]1)c1ccco1	-1.3	1140	1.9	2.1	6.3	i	0.43	1354	0.097	-0.34	0.2	0.058	14%	4%	i	-1	-35%
CCC1CCCCN1C(=S)NC(=O)c1ccc([N+](=O)[O-])cc1 (stereo not given)	-3.0	946	5.0	3.3	4.3	i	·	·	-0.17	-0.24	-0.17	-0.33	16%	15%	i	-13	-5%
COc1ccc(OC)c(NC(=O)Nc2cccc(Cn3cccn3)c2)c1	·	·	1.4	2.3	6.7	i	·	·	0.77	-0.24	0.68	-0.64	6%	-6%	i	5	3%
O=C(NC1CC1)c1nc2c(nnn2Cc2ccccc2Cl)c(=O)[nH]1	1.8	531	4.2	2.3	2.9	i	·	·	0.93	0.015	0.56	-0.66	-12%	-6%	i	7	-30%
Cc1cc(C)n2nc(C(=O)Nc3ccc(N4CCOCC4)cc3)nc2n1	-4.4	1191	1.6	1.1	7.2	i	0.25	1223	-0.1	-0.17	-0.11	0.44	8%	2%	i	-8	-15%
COc1ccc(CCNc2oc(-c3cccc4ccccc34)nc2P(=O)(OC)OC)cc1OC	0.8	1079	3.0	3.4	6.8	i	-0.76	1451	-1.2	-0.19	-0.92	1.2	-145%	9%	i	14	-9%

Screening results (PubChem BioAssay)
